Screens (PubChem)
Dyrk1A ADPGlo: blocks rat Dyrk1A kinase activity; Q63470; ADP-Glo luminescence, NFATc1 peptide; inhibition, % at 12.5 µM; 310,000 tested, 0.43% active; AID 504441; in the data active = inhibition above about 50%;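 also: plate controls were vehicle with enzyme for no effect and no enzyme for full effect; many of its hits are not listed in these tables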
PolyA inh: inhibitors of polyadenylation in S. cerevisiae; S. cerevisiae SKY197-pL101 polyadenylation reporter, beta-gal luminescence; efflux-impaired pdr1/pdr3 knockout yeast; score 100 = 6 SD above DMSO; calls only at 12 µM; 300,000 tested, 0.02% active; AID 1875;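 active = lowest replicate activity score at least 50, where 100 means six control SD above control mean; inconclusive = lowest score under 50 but half or more replicates reach 50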;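 also: yeast exposed to compound for 9 h at 30 °C; higher score means more reporter readthrough which indicates perturbed polyadenylation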
TRPC4 agonist: activators of mouse TRPC4 channel; 310,000 tested, 0.49% active; HEK293 TRPC4beta/mu-opioid, Fluo4 calcium fluorescence; stronger effect = higher value; AID 2237; B-score at 10 µM; Q9QUQ5;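 active = B-score above 5 SD of library B-scores, and initial fluorescence ratio not above library mean plus 5 SD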;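 also: positive B-score marks a calcium rise read as TRPC4 activation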
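Material: HEK293 stable line with TRPC4beta plus mu-opioid receptor; technique: Fluo4 calcium-sensitive dye fluorescence, kinetic, 1 Hz baseline; timing: Fluo4 dye loading 45 min at room temperature, 110 s recording; controls: assay buffer as low control, maximal DAMGO as high control; read-out: integrated baseline-normalised fluorescence ratio, converted to per-well B score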
KCNQ1 act: human KCNQ1 channel potentiation or activation; 310,000 tested, 0.35% active; B-score at 10 µM; CHO-K1 KCNQ1, thallium flux FluxOR fluorescence; stronger effect = higher value; P51787;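 active = fluorescence ratio B-score, a plate-corrected score, at least three library SD, with initial intensity B-score within 5 SD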
Target sequence (P51787 whole entry, looked up): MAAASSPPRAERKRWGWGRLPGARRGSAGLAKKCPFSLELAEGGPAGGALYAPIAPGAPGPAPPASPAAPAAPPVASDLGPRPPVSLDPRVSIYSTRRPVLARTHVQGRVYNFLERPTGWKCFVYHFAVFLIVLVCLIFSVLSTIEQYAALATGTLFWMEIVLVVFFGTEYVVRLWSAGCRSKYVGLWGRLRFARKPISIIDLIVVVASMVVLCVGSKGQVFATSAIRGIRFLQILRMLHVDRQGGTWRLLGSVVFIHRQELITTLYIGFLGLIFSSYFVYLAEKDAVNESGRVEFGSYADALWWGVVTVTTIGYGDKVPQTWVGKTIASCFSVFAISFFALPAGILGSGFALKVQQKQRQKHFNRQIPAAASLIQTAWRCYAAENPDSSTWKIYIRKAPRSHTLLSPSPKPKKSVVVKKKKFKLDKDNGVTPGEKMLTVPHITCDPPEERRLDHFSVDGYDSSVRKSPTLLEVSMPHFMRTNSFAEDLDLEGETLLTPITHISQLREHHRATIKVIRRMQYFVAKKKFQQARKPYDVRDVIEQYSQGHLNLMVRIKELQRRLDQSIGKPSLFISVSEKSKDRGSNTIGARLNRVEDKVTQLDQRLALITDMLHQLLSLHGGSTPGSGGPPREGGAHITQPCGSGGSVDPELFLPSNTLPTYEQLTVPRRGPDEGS
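Schedule – 37 °C overnight plating, 90-min dark dye load, 20-min compound pretreatment · System – stable KCNQ1 CHO-K1 line · Probe or stimulus – thallium- and potassium-containing depolarizing buffer · Measured by – kinetic FluxOR fluorescence, 10 s baseline plus 110 s post-stimulus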
KCNK3 block: human KCNK3 channel inhibition, primary screen; O14649; CHO-KCNK3 thallium flux, FluxOR fluorescence; stronger effect = lower value; B-score at 10 µM; 340,000 tested, 0.84% active;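 active = B-score under library mean minus 4 SD, starting fluorescence ratio at most library mean plus 5 SD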;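 also: more negative B-score means stronger inhibition of thallium flux through KCNK3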
Target sequence (O14649 whole entry, looked up): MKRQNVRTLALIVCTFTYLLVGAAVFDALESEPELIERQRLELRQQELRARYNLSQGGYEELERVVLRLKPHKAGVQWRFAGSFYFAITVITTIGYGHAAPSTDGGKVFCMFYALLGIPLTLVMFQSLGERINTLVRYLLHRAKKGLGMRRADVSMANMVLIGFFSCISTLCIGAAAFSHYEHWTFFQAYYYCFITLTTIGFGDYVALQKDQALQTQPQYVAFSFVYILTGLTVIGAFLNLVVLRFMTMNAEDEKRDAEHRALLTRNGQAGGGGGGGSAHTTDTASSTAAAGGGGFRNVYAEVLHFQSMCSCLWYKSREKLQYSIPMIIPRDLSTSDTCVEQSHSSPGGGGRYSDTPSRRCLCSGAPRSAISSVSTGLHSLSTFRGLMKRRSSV
KCNQ1 block: inhibitors of human KCNQ1 potassium channel; P51787; CHO-K1 KCNQ1, FluxOR thallium flux fluorescence; stronger effect = higher value; B-score at 10 µM; 310,000 tested, 1.3% active; AID 2642;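 active = compounds whose thallium flux B-score, printed positive for inhibition, exceeds three library SD while starting fluorescence stays within three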;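 also: channel opened by potassium depolarization with thallium stimulus after 20 min compound exposure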
hERG rescue: compounds protecting human hERG from proarrhythmic drug block | Q12809 | CHO-hERG, FluxOR thallium flux, dofetilide IC70 present | activation (rescue from dofetilide block), less the hit threshold, % at 10 µM | 310,000 tested, 0.51% active | AID 1511;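 active = activation above the mean of controls blocked by dofetilide plus 5 SD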;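 also: thallium influx through hERG after potassium depolarization seen as dye fluorescence rise; in these data hits start at about 4.7%; inactives centre near -7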
Platelet DG rel: modulates dense granule release in human platelets | human platelet-rich plasma, SFLLRN dense granule ATP release, luminescence | 300,000 tested, 0.22% active | inhibition, %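 (compounds screened at 7.5 µM in platelet-rich plasma)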;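 active = mean replicate score, as percent of positive control, at or above 50; inconclusive = mean below 50 but at least one replicate at or above 50; inactive = mean and every replicate below 50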
TRPC4 block: inhibitors of mouse TRPC4 channel; Q9QUQ5; HEK293 TRPC4beta/mu-opioid, DAMGO-evoked Fluo4 calcium flux; stronger effect = lower value; B-score at 10 µM; 300,000 tested, 0.39% active; AID 2247;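 active = B-score over 3 SD under the library average, no early fluorescence shift, positive overall ratio signal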
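Signal: kinetic Fluo4 fluorescence imaging of calcium influx. Material: stable TRPC4beta/mu-opioid receptor HEK293 cells. Probe or stimulus: DAMGO in two steps, submaximal then maximal.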
TRPC4 PAM: TRPC4 (mouse) allosteric potentiation; Q9QUQ5; HEK293 TRPC4beta/mu-opioid, DAMGO EC20, Fluo-4 Ca2+ flux; stronger effect = higher value; B-score at 10 µM; 310,000 tested, 0.42% active;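 active = B-score of calcium response area above 5 SD of library B-scores, with initial fluorescence ratio within 5 SD of library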;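 also: B-score of integrated fluorescence ratio over time as area under calcium response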
KCNK9 block: blocks the human KCNK9 two-pore domain potassium channel | AID 488922 | 310,000 tested, 1.2% active | HEK293 KCNK9, FluxOR thallium flux fluorescence; stronger effect = lower value | Q9NPC2 | B-score at 10 µM;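 active = ratio B-score over 3 SD below the library mean, with starting fluorescence within 5 SD of its mean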;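 also: negative B-score means less thallium flux so channel inhibition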
* = called active by the depositor; i = inactive; ? = inconclusive; / = no result given.

SMILES	Dyrk1A ADPGlo	PolyA inh	TRPC4 agonist	KCNQ1 act	KCNK3 block	KCNQ1 block	hERG rescue	Platelet DG rel	TRPC4 block	TRPC4 PAM	KCNK9 block
COCCNC(=O)c1c[nH]c2ccc(S(=O)(=O)N(C)c3ccc(C)c(C)c3)cc2c1=O	2	i	i	i	i	i	-8	1	i	i	i
Cc1cc(C)c(S(=O)(=O)Nc2ccc[nH]c2=O)c(C)c1	-3	i	i	i	i	i	-6	13	i	i	i
C=CCn1c(SCc2nc3sc4c(c3c(=O)[nH]2)CCCC4)nc2ccccc2c1=O	1	i	i	i	i	i	-10	-5	i	i	i
CC(=O)c1cc2c(O)c(O)ccc2o1	2	i	i	i	i	i	-7	-2	i	i	i
COc1cccc(/C=N/NC(=O)CNC(=O)c2ccc(S(=O)(=O)N3CCOCC3)cc2)c1OC	1	i	i	i	i	i	-7	-29	i	i	i
O=C(Nc1ccc(F)cc1F)N1CCN(CCc2ccccc2)CC1	-1	i	i	i	i	i	4	-13	i	i	i
COc1ccc(N2CCN(CCCNC(=O)c3ccc(CS(=O)(=O)c4ccc(OC)cc4)o3)CC2)cc1	/	i	i	i	i	i	-9	-4	-6*	i	i
CCN1C(=O)C2(C(C#N)=C(N)Oc3n[nH]c(-c4ccccc4)c32)c2ccccc21 (centres undefined)	-4	i	i	i	i	i	-13	0	i	i	i
Nc1nnnn1/N=C/c1ccc(O)cc1	40	i	i	i	i	i	-12	-3	i	i	i
O=C(Cc1cccc2ccccc12)N/N=C/c1ccc(OC(=O)/C=C/c2ccco2)cc1	-1	i	i	i	i	i	-8	2	i	i	i
Cc1cccn2c(=O)c3cc(C(=O)NCCN4CCOCC4)c(=N)n(CCN4CCOCC4)c3nc12	-4	i	i	i	i	i	-7	-16	i	i	i
COC(=O)[C@@H](Cc1c[nH]c2ccccc12)NC(=O)c1cc(=O)[nH]c2ccccc12	-1	i	i	i	i	i	-11	3	i	i	i
Cc1ccc(Oc2ccccc2/C=N/O)cc1	-8	i	i	i	i	i	-11	-13	-7*	i	i
O=C(NC1CCCC1)C(c1cccnc1)N(C(=O)c1csnn1)C1CCCC1 (centres undefined)	-12	i	i	i	i	i	-14	-1	i	i	i
CC(C)(C)C(=O)N1CCC[C@@]1(CO)C(=O)O	-3	i	i	i	i	i	-3	-22	i	i	i
COc1ccc(C(=O)NNC2=C(C(=O)C(F)(F)F)CCC2)cc1	-2	i	i	i	i	i	-6	-8	i	i	i
CCOC(=O)C(=O)c1c(-c2ccc(C)cc2)nc2ccccn12	2	i	i	i	i	i	-8	3	i	i	i
CC(C)(C)NC(=O)Nc1ccc(Br)cc1	-1	i	i	i	i	i	-13	-1	i	i	i
CCSc1ccc2cc(OC)ccc2[n+]1CC	11	i	i	i	i	i	2	3	i	i	i
CCOC(=O)c1c(NC(=O)COC(=O)c2ccncc2)sc(C)c1C	/	i	i	i	i	i	-11	-7	i	i	i
Cc1ccc(CC(=O)NCc2ccc(Cl)cc2)cc1	-3	i	i	i	i	i	-3	0	i	i	i
Cc1ccc(Nc2ccc([N+](=O)[O-])cn2)cc1Cl	-5	i	i	i	i	i	0	3	i	i	i
CC1CCCC(NC(=S)NC(=O)c2cncc(Br)c2)C1C (centres undefined)	-2	i	i	i	i	i	4	4	i	i	i
Cc1ccc(OCC(=O)N/N=C/c2cn(Cc3ccccc3)c3ccccc23)cc1	-16	/	i	i	i	i	-10	4	i	i	i
COc1ccc(NC2CCCN(C(=O)c3c(C)noc3C)C2)cc1 (centres undefined)	-6	i	i	i	i	i	-3	-2	i	i	i
COc1ccc(S(=O)(=O)Nc2ccccc2SC)cc1C	-2	i	i	i	i	i	-8	-9	i	i	i
N#Cc1c2n(c3c(=S)nc[nH]c13)CCCCC2	29	i	i	i	i	i	-9	-6	i	i	i
O=C(CCC1CCCCC1)NCCN1C2=NC[C@@H](Cc3ccccc3)N2C[C@H]1Cc1ccc(O)cc1	/	i	i	i	i	i	-14	1	i	i	i
COc1ccc(S(=O)(=O)Nc2ccc(C(F)(F)F)cc2)cc1OC	-5	i	i	i	i	i	-5	-3	i	i	i
CCOC(=O)C(NC(C)=O)(N1CCc2ccccc2C1)C(F)(F)F (centres undefined)	-4	i	i	i	i	i	-5	1	i	i	i
Cc1ccnc2nc(C(=O)Nc3nccs3)nn12	2	i	i	i	i	i	-8	-1	i	i	i
CC1CCCCC12NC(=O)N(CC(=O)Nc1ccccc1-c1ccccc1)C2=O (centres undefined)	1	i	i	i	i	i	-11	0	i	i	i
Cc1ccc(S(=O)(=O)n2nc(C)cc2C)cc1	-5	i	i	i	i	i	-12	2	i	i	i
CCN1CCN(CCNC(=O)C2CCCN(Cc3nc(-c4cccc(Cl)c4)oc3C)C2)CC1 (centres undefined)	8	i	i	i	i	i	-3	1	i	i	i
O=C(C1CCC1)N1CCc2cc(S(=O)(=O)NCc3ccccn3)ccc21	/	i	i	i	i	i	-3	12	i	i	i
O=C(Nc1ccccc1)N(Cc1ccccc1)C1=NCCS1	6	i	i	i	i	i	-9	/	i	i	i
CCOC(=O)c1ccccc1NC(=O)CSc1nnnn1C1CCCCC1	-1	i	i	i	i	i	0	-2	i	i	i
Cc1ccc(S(=O)(=O)C2(C(=O)N3CCN(C4CCCCC4)CC3)CC2)cc1	-5	i	i	i	i	i	-11	8	i	i	i
Cc1ccc(N2C(=O)CSCC2=O)cc1	2	i	i	i	i	i	-6	5	i	i	i
Cc1ccc([N+](=O)[O-])cc1S(=O)(=O)Nc1ccccn1	-1	i	i	i	i	i	-5	-4	i	i	i
CCn1c(C)c(C(C)=O)c(N2CCN(C(=O)c3ccco3)CC2)nc1=S	-6	i	i	i	i	i	3	-7	i	i	i
COc1ccccc1NC(=O)c1cc([N+](=O)[O-])ccc1N1CCOCC1	-3	i	i	i	i	i	-12	?	i	i	i
O=[N+]([O-])c1ccc(/C=N/NC2=NS(=O)(=O)c3ccccc32)cc1	2	i	i	i	i	i	-8	-5	i	i	i
O=C(CSc1nnc(-c2ccccc2)n1C1CCCCC1)Nc1ccc(S(=O)(=O)Nc2ccccn2)cc1	-4	i	i	i	i	i	-5	1	i	i	i
COc1ccc(C2SCCN2S(=O)(=O)c2ccccc2)cc1OC (centres undefined)	6	i	i	i	i	i	-8	-3	i	i	i

Next part; it opens with the two that closed the last part.
SMILES	Dyrk1A ADPGlo	PolyA inh	TRPC4 agonist	KCNQ1 act	KCNK3 block	KCNQ1 block	hERG rescue	Platelet DG rel	TRPC4 block	TRPC4 PAM	KCNK9 block
O=C(CSc1nnc(-c2ccccc2)n1C1CCCCC1)Nc1ccc(S(=O)(=O)Nc2ccccn2)cc1	-4	i	i	i	i	i	-5	1	i	i	i
COc1ccc(C2SCCN2S(=O)(=O)c2ccccc2)cc1OC (centres undefined)	6	i	i	i	i	i	-8	-3	i	i	i
CC(C)n1nc(C(=O)Nc2nnc(SCc3c(Cl)cccc3Cl)s2)c2ccccc2c1=O	-14	i	i	i	i	i	-15	0	i	i	i
Oc1ccc(NCc2ccccc2OCc2ccccc2)cc1	-7	i	i	i	i	i	-13	4	i	i	i
CCC(=O)N1C(C(=O)O)CSC1c1ccc(OC)cc1 (centres undefined)	6	i	i	i	i	i	-6	35	i	i	i
COc1cc(C(=O)N2CC(C)OC(C)C2)c([N+](=O)[O-])cc1OC (centres undefined)	1	i	i	i	i	i	-8	-4	i	i	i
CCOC(=O)N1CCN(C(=O)CCC2CCCC2)CC1	-3	i	i	i	i	i	-8	0	i	i	i
COc1ccc(/C=C/c2nc3ccccc3c(=O)o2)cc1	0	i	i	i	i	i	-10	33	i	i	i
C=CCn1cc(C(=O)NCCN(CC)CC)c(=O)c2cc(S(=O)(=O)N3CCCCCC3)ccc21	-4	i	i	i	i	i	-3	-5	i	i	i
O=C(COC(=O)c1cnccn1)c1ccc(Cl)c([N+](=O)[O-])c1	-2	i	i	i	i	i	-12	18	i	i	i
CCOC(=O)COc1cc(N)c(Cl)cc1Cl	0	i	i	i	i	i	-5	-2	i	i	i
CCCn1nc2cc(C(=O)NCC34CC5CC(CC(C5)C3)C4)ccc2c1OCC	-1	i	i	i	i	i	-9	4	i	i	i
CCN(c1ccccc1)S(=O)(=O)c1ccc(OC)c(NC(=O)CNCCc2ccccc2)c1	-2	i	i	i	i	i	-17	-13	i	i	i
NC(=O)C1CCCNC1 (centres undefined)	4	i	i	i	i	i	-7	-1	i	i	i
Cc1ccc(NC(=O)CC(C)S(=O)(=O)c2ccc3c(c2)NC(=O)CO3)c(Cl)c1 (centres undefined)	3	i	i	i	i	i	-2	8	i	i	i
Cc1cc2c(=O)n(Cc3ccco3)c(SCC(=O)c3ccc(Cl)s3)nc2s1	2	i	i	i	-9.7*	i	-21	-4	i	i	-6.7*
COc1cc(Br)cc2cc(C(=O)N3CCN(C(=O)c4ccco4)CC3)c(=O)oc12	1	i	i	i	i	i	-2	-10	i	i	i
Cc1cc(C)c(C#N)c(Nc2ccc3c(c2)OCCO3)n1	1	i	i	i	i	i	-9	19	i	i	i
c1ccc(-c2nnsc2-c2ccccc2)cc1	-4	i	i	i	i	i	-8	2	i	i	i
COc1ccc(CCNC(=O)Cn2cc(C(F)(F)F)cc(Cl)c2=O)cc1	0	i	i	i	i	i	-3	-5	i	i	i
CCCn1c(C)cc(C(=O)COC(=O)c2cc(S(=O)(=O)NCC(C)C)c(Cl)cc2Cl)c1C	0	i	i	i	i	i	-9	-5	i	i	-7*
CC(=O)N1CCN(c2ccc(S(C)(=O)=O)cc2[N+](=O)[O-])CC1	4	i	i	i	i	i	-2	11	i	i	i
CC(=O)N1N=C(c2ccco2)CC1c1ccc(C)cc1 (centres undefined)	-3	i	i	i	i	i	2	3	i	i	i
COc1ccc(-n2c(SCc3ccc([N+](=O)[O-])cc3)nnc2-c2ccc(C)cc2)cc1	0	i	i	i	i	i	-3	4	i	i	i
Fc1ccccc1COc1ccc(/C=N/NC(=S)NCc2ccccc2)cc1	-4	i	i	i	i	i	-8	-2	i	i	i
O=C(C1CC1)N1CCc2cc(Br)cc(S(=O)(=O)N3CCCCCC3)c21	0	i	i	i	i	i	-15	-9	i	i	i

A portion of the library; rates above refer to the full screens.
